MKP-3 inhibition – MKP-3 phosphatase inhibitors, primary screen, biochemical, rat enzyme, in vitro (AID 425) | recombinant MKP-3 phosphatase activity, fluorescence; higher % means a stronger effect | inhibition, % at 20 µM, or IC50 in µM where a hit was titrated | hit rate 0.17% among 110,000; in the data active means inhibition above about 50%;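 further: plate controls were vehicle for no effect and reference inhibitor for full effect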
Hsp70 inhibitors – small molecules displacing fluorescent ligand from Hsp70 – biochemical, fluorescence polarization, primary screen (AID 583) | Hsp70 fluorescence polarization probe displacement, mP; higher % means a stronger effect | displacement, % at 20 µM; hits with a dose series show IC50 in µM | hit rate 0.06% among 140,000; in the data active means displacement above about 50%;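 further: plate controls were vehicle for no effect and reference ligand for full effect; a part of the inactive calls stands beside numbers as strong as those of hits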
An asterisk follows results filed as active; / = not tested or not shown; & = joins results of further samples; ! = repeats disagree. These rows are one share of the data. The share of hits here may be higher or lower than overall.

SMILES,MKP-3 inhibition,Hsp70 inhibitors
COC(=O)C1=C(C)NC(=O)/C1=C\c1cccc([N+](=O)[O-])c1,0.6%,-6.4%
CC(=O)c1cccc(NC(=O)COc2ccc(Cl)cc2C)c1,0.3%,-0.2%
CCOC(=O)c1c(N)c(C#N)c(C)n1-c1ccc(Br)cc1,0.2%,0.1%
O=C(CN1C(=O)C2(OCCCO2)c2ccccc21)NCCc1ccccc1,-0.7%,0.0%
C=CCNC(=O)c1ccc(-c2ccc([N+](=O)[O-])cc2C)o1,-0.2%,2.1%
Cc1ccc(C(C)C)c(OCCOc2ccc(/C=C3/SC(=S)N(C)C3=O)cc2)c1,5.7%,3.6%
CCN(CC)c1ccc(C(=O)Nc2ccccc2F)cc1,2.5%,-2.9%
CC1CCc2c(sc(NC(=O)c3cccc(F)c3)c2C#N)C1 (stereo not drawn),0.2%,1.3%
O=C(O)C1CCN(C(=O)c2ccccc2C(=O)N2CCC(C(=O)O)CC2)CC1,6.8%,16.4%
Cc1ccc(-c2noc(CN3CCC(C(N)=O)CC3)n2)cc1,3.8%,-1.9%
C=CCn1c(SCc2c(C)noc2C)nc2sc3c(c2c1=O)CCC(C)C3 (stereo not drawn),/,0.8%
O=C(c1ccc2nc(N3CCOCC3)sc2c1)N1CCCC1,-6.4%,-3.9%
COc1ccc(/C=N/n2c(SC)nnc2-c2ccccc2)cc1C,-12.3%,3.9%
COCc1[nH]nc2c1C1(C(=O)N(C)c3ccccc31)C(C#N)=C(N)O2 (stereo not drawn),5.3%,11.3%
O=C(Nc1nc2ccc([N+](=O)[O-])cc2s1)c1cccc(F)c1,1.8%,-2.3%
Cc1ccc(NC(=O)c2oc3c(c2C)C(=O)CC(C)(C)C3)cc1,-19.5%,-1.1%
COc1ccc(CN2CCN(S(=O)(=O)c3ccc(Cl)cc3)CC2)cc1Br,3.2%,-1.1%
CCCCSc1nn[nH]n1,-5.7%,-0.6%
COc1cc2c(cc1NC(=O)c1cc([N+](=O)[O-])ccc1Cl)oc1ccccc12,9.4%,-4.8%
COc1ccc(S(=O)(=O)NCc2ccccn2)cc1Cl,-12.4%,-5.2%
Cn1cccc1C(=O)N1CCN(c2cccc(C(F)(F)F)c2)CC1,-11.6%,2.7%
CCC(C(=O)Nc1ccccc1OC)n1c(C(=O)OC)cc2ccsc21 (stereo not drawn),6.0%,0.8%
Nc1nc(SCC(=O)N2CCc3ccccc32)[nH]c(=O)c1-c1ccccc1,-12.8%,-3.8%
CCn1c(SCC(=O)Nc2c(C)n(C)n(-c3ccccc3)c2=O)nnc1-c1cccc(C)c1,-1.8%,-1.5%
CCN(CC)c1ccc(NC(=O)CN2CCN(c3ccccc3F)CC2)cc1,3.9%,4.0%
CCCOc1cccc(C(=O)Nc2ccccc2C(F)(F)F)c1,3.0%,-5.4%
COc1ccc(NC(=O)CSc2nnc(-c3ccccc3)n2N)cc1,2.7%,3.8%
Cc1[nH]c(=O)[nH]c(=O)c1S(=O)(=O)N1CCCC(C(=O)NCc2ccco2)C1 (stereo not drawn),-5.4%,-0.6%
O=C1CN(C(=O)COC(=O)c2cccc(S(=O)(=O)NCc3ccccc3)c2)c2ccccc2N1,/,3.4%
CC(C)CCc1c(O)nc(SCCN(C)C)[nH]c1=O,2.0%,-5.2%
CCOC(=O)c1c(N)sc(C)c1-c1ccc(OCC)cc1,2.0%,0.9%
Cc1cc(=O)[nH]c(SCC(=O)c2ccc(C)c(C)c2)n1,-0.6%,-3.1%
CCOCCOC(=O)c1ccc(NC(=O)c2cccs2)cc1,3.7%,-0.4%
Cc1cccc(OCC(=O)NCCN2CCOCC2)c1,-12.1%,2.2%
CN(C)C(=O)c1sc2ccccc2c1Cl,1.5%,-1.8%
COC(=O)c1ccc(OCc2cc(C(=O)OC)oc2C)cc1,2.9%,2.3%
COc1ccc(S(=O)(=O)N(C)CC(=O)Nc2cccc(C(C)=O)c2)cc1,-2.5%,/
OC(c1ccccc1)c1nc2ccccc2s1 (stereo not drawn),0.8%&-3.6%,-0.1%&0.9%
Cc1cc(C)n2nc(SCC(=O)Nc3c(C)nn(-c4ccccc4)c3C)nc2n1,-3.2%,2.0%
Cc1cc(C)nc(NC(=O)c2c(-c3c(Cl)cccc3Cl)noc2C)c1,-2.7%,3.1%
Cc1ccc(C(=O)Nc2nc(-c3ccc(F)cc3)cs2)o1,2.5%,0.9%
COc1ccc(-n2ncc3c(=O)n(CC(=O)OCc4ccccc4)cnc32)cc1,1.0%,1.9%
COc1ccc(CC(=O)Nc2nnc(SCc3ccccc3)s2)cc1S(=O)(=O)N1CCOCC1,/,3.3%
COCCNC(=O)c1cc2nc(-c3ccc(Cl)c(Cl)c3)cc(C(F)(F)F)n2n1,2.6%,3.7%
O=[N+]([O-])c1ccc(N2CCN(S(=O)(=O)c3ccccc3)CC2)cc1Sc1cccc2cccnc12,4.8%,3.5%
CCC1(C)CC(=O)N(c2ccc(C(=O)O)c(O)c2)C1=O (stereo not drawn),1.3%,3.1%
CC1=C(C#N)C(Nc2ccc(C)cn2)(C(F)(F)F)C(=O)N1 (stereo not drawn),/,2.7%
CCCN1C(=O)c2cccc3c(S(=O)(=O)N(C)C)ccc1c23,1.1%,-0.6%
CN1C(=O)c2ccc(C(=O)NCc3ccccc3)cc2C1=O,1.2%,0.2%
CN1C(=O)/C(=C\c2ccc(OCCOc3ccc([N+](=O)[O-])cc3)cc2)SC1=S,1.2%,-7.9%
Oc1ccc(Cl)cc1-c1cc(-c2ccccc2Cl)[nH]n1,/,0.3%
CCC1C(=O)N=C(SCC(=O)Nc2ccc(C(=O)OC)cc2)NC1=O (stereo not drawn),0.6%,5.2%
Cc1ccc(NC(=O)N2CCc3ccccc3C2)cc1,/,6.6%
COc1ccc(Cl)cc1N(CC(=O)NCc1ccncc1)S(=O)(=O)c1ccc(C)cc1,1.3%,-2.1%
O=C1NC(=Nc2cccc(Cl)c2Cl)S/C1=C\c1ccco1,6.8%,7.1%
c1ccc(C(c2ccccc2)c2nnc(C(c3ccccc3)c3ccccc3)o2)cc1,1.0%,2.9%
CCOC(=O)CSc1nnc(-c2ccccc2)c(-c2ccccc2)n1,7.6%,0.4%
Cc1ccc(CSCC(=O)N2CCOCC2)cc1,/,-2.6%
Cc1cccc(C(=O)Nc2c(C(=O)N3CCN(C)CC3)cnn2-c2ccccc2)c1,1.2%,1.9%
COc1cccc(OCC(=O)Nc2ccc(OC)c(OC)c2)c1,-11.6%&0.0%,-1.2%&-3.8%

Some values from above:
For MKP-3 inhibition, c1ccc(C(c2ccccc2)c2nnc(C(c3ccccc3)c3ccccc3)o2)cc1 has 1.0%
For Hsp70 inhibitors, CC1=C(C#N)C(Nc2ccc(C)cn2)(C(F)(F)F)C(=O)N1 (stereo not drawn) has 2.7%

(cont.)
SMILES,MKP-3 inhibition,Hsp70 inhibitors
CC1=NN(c2ccc(S(N)(=O)=O)cc2)C(=O)/C1=C\c1ccc(-c2ccc(C(=O)OC(C)C)cc2)o1,7.7%,0.8%
COCCn1c(=S)[nH]c2cc(C(=O)N3CCN(c4ccc(F)cc4)CC3)ccc2c1=O,3.2%,5.2%
NC(=O)CSc1nnc2sc3ccccc3n12,-10.4%,29.9%
Oc1ccccc1C1=NCCNC(C(F)(F)F)=C1,3.8%,-0.1%
Cc1ccc(OCC(=O)NCc2ccc3c(c2)OCO3)c(C)c1,4.3%,-4.9%
CC12CCC(C(=O)N3CCc4ccccc43)(CC1=O)C2(C)C (stereo not drawn),0.8%,-0.3%
CCOC(=O)C(=O)Nc1nc2ccc([N+](=O)[O-])cc2s1,0.6%,-2.2%
COCC(=O)NCc1nc2ccccc2n1Cc1ccccc1F,3.5%,5.6%
O=C(c1ccco1)N1CCN(Cc2c[nH]c3ccccc23)CC1,1.7%,-1.1%
NC(=O)c1ccc(NC(=O)CCCc2nc(-c3ccccc3Cl)no2)cc1,1.8%,-1.6%
CCCCNc1nc(N(C)c2ccccc2)nc(-n2ccnc2)n1,7.7%,1.6%
CC(Cc1ccccc1)C(=O)Nc1ccc(Cl)cc1 (stereo not drawn),0.7%,-0.4%
N#Cc1c(-n2cccc2/C=N/O)sc2c1CCCC2,-1.2%,-2.7%
COc1ccc2noc3c2c1C(=O)c1ccccc1-3,102.4%*!,141.1%&121.5%
O=C(O)COc1ccc(/C=N/NC(=O)c2ccc(-c3csc(Nc4ccc(Cl)cc4)n3)cc2)cc1,27.3µM*,/
O=C(Nc1sc2c(c1C(=O)Nc1ccc(Cl)cc1)CCCC2)c1ccc([N+](=O)[O-])cc1,-0.2%,-8.3%
COc1cccc(-n2c(SC3CCOC3=O)nc3ccccc3c2=O)c1 (stereo not drawn),-5.0%,10.4%
CC(=O)Nc1ccc(S(=O)(=O)NC(CC(=O)N(C)Cc2ccccc2)C(C)C)cc1 (stereo not drawn),-2.3%,1.9%
CCOC(=O)c1c(NC(=O)COC(=O)Cn2c(C(F)(F)F)nc3ccccc32)sc(C)c1C,/,7.1%
CC(Cc1cccs1)NC(=O)Nc1ccc(F)cc1 (stereo not drawn),/,0.8%
COc1ccc(OC)c(NC(=S)NC(=O)c2ccco2)c1,-1.6%,4.0%
COc1cc(OC)cc(C(=O)Nc2ccc3nn(-c4ccc(F)cc4)nc3c2)c1,2.7%,-5.7%
Cc1cccc(C=Nc2ccc(O)cc2)c1,118.0%*,10.3%
COc1ccccc1C(=O)N1CCN(Cc2cc(OC)c(OC)c(OC)c2)CC1,1.6%,-1.0%
NC(=O)c1c(NC(=O)/C=C/c2ccccc2)sc2c1CCC2,-0.3%,-3.7%
O=C(O)[C@H]1CCCC[C@H]1C(=O)Nc1ccc(Nc2ccccc2)cc1,/,1.3%
COc1ccc(Cc2noc(-c3ccc(OC)c(OC)c3)n2)cc1OC,-5.8%,4.5%
CCCCOc1ccc(OC(=O)c2cccnc2)cc1,-7.6%,-1.1%
O=C(NCc1ccc(F)cc1)C(Cc1ccccc1)NS(=O)(=O)c1cccs1 (stereo not drawn),/,5.4%
Cc1ccc(NC(=O)c2cccc(C(=O)Nc3ccc(C)c(C)c3)c2)cc1C,0.1%,3.1%
CCN1CCc2nc(SCC(=O)Nc3ccc(OC)cc3)c(C#N)cc2C1,-7.9%,3.9%
CN1CCN(Cc2nc3c(c(=O)n(C)c(=O)n3C)n2Cc2cccc3ccccc23)CC1,/,-6.3%
COc1ccc(Br)cc1C(=O)Nc1ccc2nn(-c3ccc(F)cc3)nc2c1,15.4%,3.1%
O=C(O)c1cc(S(=O)(=O)NCc2ccccc2)ccc1Br,1.6%,2.4%
Clc1ccc(C=NN2CCN(Cc3ccccc3Cl)CC2)cc1,2.3%,1.1%
O=C(Nc1ccccc1)Nc1nnc(SCc2ccc(Cl)cc2Cl)s1,1.2%,4.0%
COc1ccc(OC)c(-n2c(-c3cnccn3)n[nH]c2=S)c1,/,4.8%
CC(NC(=O)C1CCCN(S(=O)(=O)c2cccc3nonc23)C1)c1ccccc1 (stereo not drawn),/,-3.9%
NC(=O)C1CCCN(CCc2ccccc2)C1 (stereo not drawn),/,-2.1%
COc1ccc(S(=O)(=O)Nc2ccc3oc(C)c(C(=O)O)c3c2)cc1,-4.7%,-3.3%
COc1cc(C(=O)O)ccc1OCC(=O)N1CCOCC1,-12.5%,-10.0%
Cc1cc(C)c2nc3s/c(=C\c4ccc(-c5cc([N+](=O)[O-])c(C)cc5C)o4)c(=O)n3c2c1,0.3%,-27.7%
Cc1ccc(OCC(=O)N2CCN(c3ccc([N+](=O)[O-])cc3Cl)CC2)cc1C,7.7%,-5.8%
COc1ccccc1OCc1nc(C#N)c(N2CCC(C(N)=O)CC2)o1,1.6%,-2.5%
NS(=O)(=O)c1cc(C(=O)N2CCc3ccccc32)c(Cl)cc1Cl,/,-0.9%
O=C1CCCCCN1C(=O)c1ccc(C(=O)N2CCCCCC2=O)cc1,-8.4%,1.4%
Cn1cnnc1SCC(=O)c1c[nH]c2ccccc12,-1.5%,4.9%
COc1ccc(CN2CCCCC2C)c(C)c1C (stereo not drawn),1.4%,1.5%
O=C(COC(=O)c1cccc(NC(=O)c2ccco2)c1)c1ccc(Br)cc1,-2.3%,3.8%
CCOCCCN(C(=O)c1ccco1)C(C(=O)NC1CCCC1)c1cccc(OC)c1OC (stereo not drawn),-4.0%,2.0%
COCCCNC(=O)COc1ccc2ccccc2c1,2.8%,-1.9%
Cc1ccc(S(=O)(=O)CC(C)N2CCN(C3CCCCC3)CC2)cc1 (stereo not drawn),/,2.1%
CCOC(=O)c1cc2c(=O)n3cccc(C)c3nc2n(CC2CCCO2)c1=NC(C)=O (stereo not drawn),7.6%,6.1%

6 of these compounds in another layout:
Fields: MKP-3 inhibition, Hsp70 inhibitors
- COc1ccc(Cc2noc(-c3ccc(OC)c(OC)c3)n2)cc1OC
→ -5.8%, 4.5%
- CCCCOc1ccc(OC(=O)c2cccnc2)cc1
→ -7.6%, -1.1%
- O=C(NCc1ccc(F)cc1)C(Cc1ccccc1)NS(=O)(=O)c1cccs1 (stereo not drawn)
→ /, 5.4%
- Cc1ccc(NC(=O)c2cccc(C(=O)Nc3ccc(C)c(C)c3)c2)cc1C
→ 0.1%, 3.1%
- CCN1CCc2nc(SCC(=O)Nc3ccc(OC)cc3)c(C#N)cc2C1
→ -7.9%, 3.9%
- CN1CCN(Cc2nc3c(c(=O)n(C)c(=O)n3C)n2Cc2cccc3ccccc23)CC1
→ /, -6.3%
